# Source: PubChem (several laboratories)
# Fam108B counter – mouse Fam108B serine hydrolase inhibitors, primary screen, counter-screen for RBBP9 inhibitor project, biochemical, fluorescence polarization | actives 0.33% (n = 300,000) | recombinant Fam108B, FP-Rh probe fluorescence polarization | inhibition, % at 9.51 µM;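 active means inhibition above the screen mean inhibition plus 3 SD, computed separately per campaign, cut at about 18% in these data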;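 further: inhibitors lower polarization as less probe binds the enzyme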
# MEX-5 binding – MEX-5 zinc finger RNA-binding disruptors – biochemical, C. elegans, fluorescence polarization, MLPCN library, primary screen; activity score (negative = inhibition of binding), % at 10 µM; actives 0.38% (n = 300,000); Zinc finger protein mex-5 (Caenorhabditis elegans), Q9XUB2; MEX-5/FITC-TCR2 RNA binding; hits give low values; AID 1832, 2009;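 active means inhibition past about -25% in most replicates, and total fluorescence under double the plate's negative control median, limit read from the data; inconclusive means replicates evenly split on the limit, or fluorescence at least double controls; inactive means too little inhibition in most replicates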;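 further: 0% = DMSO and -100% = 5 µM competing unlabeled TCR2 RNA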
# PAD4 inh – human PAD4 inhibitors, primary screen, biochemical, fluorescence polarization, 1536-well format | recombinant PAD4, RCA probe fluorescence polarization | inhibition, % at 6.36 µM | actives 0.41% (n = 330,000);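 active means percent inhibition above a cutoff equal to the mean of all tested compounds plus 3 SD, cut at about 15% in these data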;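 further: 0% = PAD4 with RCA probe and DMSO and 100% = probe without PAD4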
# TPT1 inh – Candida albicans TPT1 enzyme inhibitors, primary screen, biochemical, fluorescence polarization. tRNA 2'-phosphotransferase TPT1 (Candida albicans SC5314). recombinant caTPT1, FP RNA substrate dephosphorylation. inhibition, % at 5 µM. actives 0.81% (n = 300,000). AID 1962, 2009;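 active means inhibition above the mean of all tested compounds plus 3 SD, set per screening campaign, cut at about 24% in these data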;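 further: plate controls were DMSO alone for no effect and ferristatin control at 100 nM for full effect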
# PME-1 inh – PME-1 inhibitors via competitive probe labeling, primary screen, biochemical, fluorescence polarization, FP-Rh probe, HTS. Protein phosphatase methylesterase 1 (Homo sapiens), Q9Y570. recombinant PME-1. inhibition, % at 5.9 µM. actives 0.53% (n = 320,000);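 active means inhibition above the campaign mean of all compounds plus 3 SD, cut at about 26% in these data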;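 further: competitive labeling of PME-1 active site by serine hydrolase directed probe; 0% = PME-1 with DMSO and 100% = wells lacking PME-1 enzyme; inhibitors block probe labeling so polarization falls and inhibition rises; many of its hits are not listed in these tables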
# Target sequence (Q9Y570 whole entry, looked up): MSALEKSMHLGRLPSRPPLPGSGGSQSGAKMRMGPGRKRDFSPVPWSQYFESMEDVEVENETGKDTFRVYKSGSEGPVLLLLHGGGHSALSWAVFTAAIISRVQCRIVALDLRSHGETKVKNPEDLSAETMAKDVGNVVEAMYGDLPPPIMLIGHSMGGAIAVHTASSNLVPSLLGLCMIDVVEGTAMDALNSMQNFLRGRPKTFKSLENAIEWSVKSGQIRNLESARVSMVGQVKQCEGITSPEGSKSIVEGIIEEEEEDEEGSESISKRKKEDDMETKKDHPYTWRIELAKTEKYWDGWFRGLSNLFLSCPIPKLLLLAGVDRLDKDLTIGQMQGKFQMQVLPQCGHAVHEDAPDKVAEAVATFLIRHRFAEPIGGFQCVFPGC
# GSTO1 counter – inhibitors of recombinant GSTO1, primary screen, counter-screen for RBBP9 inhibitor project, biochemical, fluorescence polarization; Glutathione S-transferase omega-1 (Homo sapiens), P78417; activity-based probe fluorescence polarization; inhibition, % at 5.96 µM; actives 1.1% (n = 300,000);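 active means inhibition above the campaign mean inhibition plus 3 SD, cut at about 35% in these data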;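 further: 0% = GSTO1-1 with DMSO and 100% = wells lacking GSTO1-1 enzyme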
# MCL1 BIM primary – inhibitors of MCL1 binding to BIM-BH3, primary screen, biochemical, fluorescence polarization; actives 0.68% (n = 320,000); Induced myeloid leukemia cell differentiation protein Mcl-1 (Homo sapiens), Q07820; GST-MCL1 / FITC-Bim-BH3 fluorescence polarization; inhibition, % at 10.9 µM;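 active means inhibition above the mean inhibition of all tested compounds plus 3 SD, set per campaign, cut at about 40% in these data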;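 further: 0% = DMSO wells and 100% = unlabeled Bim-BH3 peptide control; higher means more loss of mP so more displacement of Bim peptide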
# GLD-1 RNA inh – GLD-1/TGE RNA complex disruptors, primary screen, biochemical, fluorescence polarization | inhibition, % at 5.96 µM | purified GLD-1 + fluorescein TGE RNA | AID 2280, 2010 | actives 0.44% (n = 320,000) | Female germline-specific tumor suppressor gld-1 (Caenorhabditis elegans), Q17339;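 active means percent inhibition above a per-plate cutoff, the plate mean of test compounds plus 3 SD, cut at about 30% in these data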;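 further: 0% = DMSO wells with GLD-1 and probe and 100% = wells lacking GLD-1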
# Target sequence (Q17339 whole entry, looked up): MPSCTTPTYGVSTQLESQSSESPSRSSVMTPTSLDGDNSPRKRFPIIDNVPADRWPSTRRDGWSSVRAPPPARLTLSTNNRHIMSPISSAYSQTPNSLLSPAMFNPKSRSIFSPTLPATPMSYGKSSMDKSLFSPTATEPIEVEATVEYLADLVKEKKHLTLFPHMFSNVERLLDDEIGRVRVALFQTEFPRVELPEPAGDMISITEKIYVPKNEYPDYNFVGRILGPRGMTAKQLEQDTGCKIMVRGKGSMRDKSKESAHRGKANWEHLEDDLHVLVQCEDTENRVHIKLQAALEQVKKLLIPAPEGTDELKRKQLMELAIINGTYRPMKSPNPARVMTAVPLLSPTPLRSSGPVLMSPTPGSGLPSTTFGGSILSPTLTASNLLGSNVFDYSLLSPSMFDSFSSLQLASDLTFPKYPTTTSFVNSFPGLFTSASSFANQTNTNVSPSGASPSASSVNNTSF
# Bcl-xL primary – inhibitors of human Bcl-xL, primary screen, biochemical, fluorescence polarization, HTS. GST-Bcl-xL / FITC-Bim BH3 peptide fluorescence polarization. inhibition, % at 10.9 µM. AID 2129, 2009. Bcl-2-like protein 1 (Homo sapiens), Q07817. actives 0.7% (n = 320,000);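 active means inhibition above the mean of all tested compounds plus 3 SD, cutoff set per campaign, cut at about 30% in these data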;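 further: 0% = DMSO wells and 100% = unlabeled Bim-BH3 peptide competitor; inhibitors lower millipolarization by displacing the labeled peptide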
# Target sequence (Q07817 whole entry, looked up): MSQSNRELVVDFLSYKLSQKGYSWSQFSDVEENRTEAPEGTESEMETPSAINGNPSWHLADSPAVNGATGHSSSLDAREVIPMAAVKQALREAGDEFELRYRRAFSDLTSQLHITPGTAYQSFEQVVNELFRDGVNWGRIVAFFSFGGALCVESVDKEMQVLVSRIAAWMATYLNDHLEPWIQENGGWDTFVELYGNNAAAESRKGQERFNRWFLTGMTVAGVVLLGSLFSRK
# * = called active by the depositor; ? = inconclusive; . = not tested or not shown. Only part of the results is shown. The share of hits here may be higher or lower than overall.
nr	compound	GLD-1 RNA inh	PAD4 inh	PME-1 inh	MEX-5 binding	TPT1 inh	GSTO1 counter	Fam108B counter	MCL1 BIM primary	Bcl-xL primary
1	C#Cc1ccc([C@@H]2C=C(C(=O)N3CCOCC3)O[C@H](OCc3ccc(CO)cc3)C2)cc1	8	-4	1	-1.2	-1	-1	-3	6	5
2	CN(CC(=O)Nc1ccccc1Cl)CC(=O)N1CCc2ccccc21	-1	2	5	.	.	.	.	0	-1
3	NC(=O)COC(=O)C12CC3CC(CC(O)(C3)C1)C2	-1	1	-5	2.1	-3	4	5	-3	-5
4	O=C(CCNS(=O)(=O)c1cccc2nsnc12)NCc1ccc(F)cc1	-8	-3	2	2.4	-5	1	2	2	8
5	CCn1nc(C(=O)OCC(=O)N2c3ccccc3CC2C)c2ccccc2c1=O (configuration not stated)	1	2	-1	-2.8	-2	3	-1	0	-2
6	CCCC(=O)Nc1nnc(S(=O)(=O)N(C)Cc2ccco2)s1	5	-2	-7	-3.3	-2	-2	-1	23	18
7	O=C(CC(=O)Nc1ccccc1)Nc1ccccc1	4	2	6	.	0	4	-5	8	2
8	Cc1onc(-c2c(F)cccc2Cl)c1C(=O)NCc1ccccn1	-4	-4	-2	-3.1	2	-1	-1	1	5
9	Cc1cc(CN2C(=O)c3ccccc3C2=O)on1	-3	-5	-2	-0.1	0	1	-3	0	2
10	COc1cc(NC(=O)C2CC(=O)NC3=C2C(=O)CCC3)cc(OC)c1 (configuration not stated)	2	1	0	-0.2	2	3	2	6	4
11	Cc1ccc(/C=C(\NC(=O)c2ccccc2)C(=O)NCCN2CCOCC2)o1	-1	-3	0	-1.2	-3	1	0	3	6
12	Cc1ccc(/C=C2/NC(=O)N(Cc3ccccc3F)C2=O)s1	-61	-16	-14	?	69*	-7	-17	-84	-17
13	CC(=O)Nc1ccc(Cc2nc3ccccc3[nH]2)cc1	-8	-1	-4	-0.6	1	1	-5	7	3
14	COc1cc2c(cc1OC)C(COc1ccccc1OC)N(C(C)=O)CC2 (configuration not stated)	7	-2	0	-3.4	-4	0	-2	5	3
15	CCCCNC(=O)OCC(CC)NC(=O)OCC(C)C (configuration not stated)	1	6	2	-1.2	-1	-1	0	-1	5
16	CCC/C(O)=C1\C(=O)CC(C)(C)CC1=Nc1ccc(OC)cc1OC	4	-3	-2	1.6	-3	1	7	-7	5
17	COc1cc(/C=N/Nc2ccc([N+](=O)[O-])cc2S(=O)(=O)N2CCOCC2)cc(OC)c1OC	2	-1	1	-1.9	1	4	0	-5	-3
18	Cn1c(SCc2ccccc2F)nc2cccnc21	5	-2	-4	2.7	-3	2	4	-3	-3
19	COCc1[nH]nc2c1C(c1ccnc3ccccc13)C(C#N)=C(N)O2 (configuration not stated)	4	-7	-6	-4.6	4	2	-1	1	1
20	Cc1ccc(NC(=O)CSc2ncn[nH]2)cc1S(=O)(=O)N1CCOCC1	8	0	-1	0.0	-1	3	-7	-7	-4
21	Cc1ccc(-c2nnc(CCC(=O)N(C)Cc3nccs3)o2)s1	8	4	5	-0.3	0	3	2	-2	-1
22	COc1ccccc1NC(=O)c1cc2c(s1)-c1ccccc1S(=O)(=O)C2	4	-12	-11	-0.9	-1	-24	-32	0	4
23	O=C(CN1CCN(S(=O)(=O)c2ccc(Cl)cc2)CC1)Nc1ccc(F)cc1F	4	0	-2	-2.3	-2	5	11	9	7
24	O=C1c2ccccc2C(=O)N1n1c(=O)[nH]c2ccccc2c1=O	0	3	-2	2.1	-1	4	0	3	5
25	Nc1cc(=O)[nH]c(=S)n1-c1cccc(C(F)(F)F)c1	3	-4	-7	0.5	1	2	0	5	6
26	COc1ccc(N(C(=O)Cc2cccs2)C(C(=O)NC2CCCCC2)c2cccn2C)cc1 (configuration not stated)	-4	-4	-3	0.0	1	-4	-2	0	-1
27	CCOC(=O)C1CCN(C(=O)COc2ccc(N(C)S(=O)(=O)c3ccc(C)cc3)cc2)CC1	2	0	10	-0.5	-1	-2	1	6	6
28	Cc1cccc(-c2ocnc2C(=O)Nc2ccccc2NC(=O)c2ccccn2)c1	1	-5	-2	1.2	-2	1	-3	4	5
29	Cc1ccc(CNC(=O)C2CCCN2C(=O)Nc2ccccc2)cc1 (configuration not stated)	2	0	-1	-0.7	-1	2	-6	-5	1
30	O=C(CSc1nnc(NC(=O)c2ccccc2[N+](=O)[O-])s1)NC1CCCC1	-1	-3	-2	-2.1	-3	-18	1	4	10

# Whole records, looked up by structure. Order of values: GLD-1 RNA inh	PAD4 inh	PME-1 inh	MEX-5 binding	TPT1 inh	GSTO1 counter	Fam108B counter	MCL1 BIM primary	Bcl-xL primary
# COc1cc(NC(=O)C2CC(=O)NC3=C2C(=O)CCC3)cc(OC)c1 (configuration not stated) as listed: 2	1	0	-0.2	2	3	2	6	4
# COc1ccccc1NC(=O)c1cc2c(s1)-c1ccccc1S(=O)(=O)C2 as listed: 4	-12	-11	-0.9	-1	-24	-32	0	4
# Cc1ccc(CNC(=O)C2CCCN2C(=O)Nc2ccccc2)cc1 (configuration not stated) as listed: 2	0	-1	-0.7	-1	2	-6	-5	1

# TPT1 inh, entries above that show a hit
no.	Structure	GLD-1 RNA inh	PAD4 inh	PME-1 inh	MEX-5 binding	TPT1 inh	MCL1 BIM primary	Bcl-xL primary
12	Cc1ccc(/C=C2/NC(=O)N(Cc3ccccc3F)C2=O)s1	-61	-16	-14	?	69*	-84	-17

# Further results.
nr	compound	GLD-1 RNA inh	PAD4 inh	PME-1 inh	MEX-5 binding	TPT1 inh	GSTO1 counter	Fam108B counter	MCL1 BIM primary	Bcl-xL primary
31	O=C(O)c1cccc2c1C(=O)c1ccc(-c3ccc(F)cc3OCc3ccccc3)cc1S2(=O)=O	2	-4	12	.	.	.	.	7	12
32	CC1(C)Cc2c(C#N)c(N3CCN(C(=O)c4ccccc4Cl)CC3)nc(-c3ccco3)c2CS1	13	-4	4	3.9	2	6	-3	43*	33*
33	COc1ccc(C(C)NC(=O)C2CCCC2)cc1 (configuration not stated)	3	-4	0	2.2	0	3	-2	11	5
34	C#CCOCCOCCOCCNc1nc(N2CCN(C(=O)[C@H](C)n3cc(CCCN=C(N)N)nn3)CC2)nc(N2CCN(C(=O)[C@H](C)n3cc(CCCN=C(N)N)nn3)CC2)n1	9	0	-5	-5.0	-1	3	6	8	4
35	CCNC(=O)c1sc2cc(C)ccc2c1Cl	10	5	-4	1.2	-2	6	2	11	1
36	COC(=O)c1cn(NC(=O)/C=C/c2ccc(OC)c(OC)c2)c(=O)c2ccccc12	5	3	3	-0.6	-2	4	-4	11	3
37	C=CCOc1cccc(C2C(C(=O)c3ccco3)=C(O)C(=O)N2CCN2CCOCC2)c1 (configuration not stated)	10	-3	-11	-4.2	-2	2	-3	3	6
38	Cc1onc(-c2ccccc2Cl)c1C(=O)NCCn1ccc2ccccc21	-3	-4	3	-5.3	-4	0	4	10	1
39	CCN(CC)c1ccc(/C=N/n2c(-c3ccccc3Br)n[nH]c2=S)cc1	3	-5	2	.	-1	1	-3	-4	-17
40	O=C(c1cccc(S(=O)(=O)N2CCCCC2)c1)N1CCCCC1	2	5	4	-0.2	0	9	2	-6	-7
41	CN1CCN(C(=O)c2ccc(-c3nn(C)c(=O)c4ccccc34)cc2)CC1	6	10	-1	-1.5	1	5	5	-2	0
42	O=C(c1ccco1)N1CCN(c2cc(=O)n(C3CCCCC3)c(=O)[nH]2)CC1	-3	-5	-7	-0.7	6	0	-4	3	0
43	COc1cc(SC)ccc1C(=O)Nc1nc2ccccc2[nH]1	5	-1	-8	0.4	3	5	1	-6	0
44	CSC(=S)N/N=C/c1c[nH]c2ccccc12	-5	-5	22	-3.7	1	-2	4	11	-2
45	N#Cc1ccccc1CSc1ccc(-c2nc3ccccc3[nH]2)cn1	-5	-2	-73	1.8	-2	0	-25	6	4
46	O=S1(=O)CCO[C@H]2Cc3ccccc3[C@H]2N1Cc1ccccc1	7	1	-6	-0.9	3	3	2	6	0
47	COc1cccc(NC(=O)C2CC(=O)N(C)C(=Nc3cccc(F)c3)S2)c1 (configuration not stated)	2	-3	-2	-3.3	-2	3	3	4	4
48	CN=C1S/C(=C\c2cccn2-c2cccc(Br)c2)C(=O)N1C	-1	-3	10	-3.6	4	-1	-1	0	-1
49	O=C(NC(=S)Nc1ccc2nc[nH]c2c1)c1ccccc1	-1	0	-2	-1.6	-1	-3	-2	10	5
50	O=C1ON=C(c2ccccc2)/C1=C/c1ccc(-c2ccccc2[N+](=O)[O-])o1	12	0	6	.	-1	20	17	29	18
51	Cc1cccc(N=Nc2c(C)[nH]n(-c3ccccc3)c2=O)c1	-4	-2	-1	-1.5	-4	-4	4	2	-1
52	CC1(C(=O)NNC(=S)NCC2CCCO2)CC1(Cl)Cl (configuration not stated)	8	2	1	-3.2	-3	3	4	1	-1
53	COc1cccc(C(=O)NCC(c2ccc3c(c2)OCO3)N2CCN(c3ccc(F)cc3)CC2)c1 (configuration not stated)	-4	-1	4	0.6	1	-7	-1	-4	-1
54	Cc1noc(C)c1CSCC(=O)Nc1ccc(S(=O)(=O)C(F)F)cc1	-6	0	1	0.6	2	5	1	-10	-7
55	CCOC(=O)c1sc(NN=C(C(=O)OC)C(=O)OC)c(C(=O)OCC)c1C	8	-3	1	2.1	7	0	12	6	10
56	CCN(CC)C(=O)c1sc2nc(N3CCOCC3)c3c(c2c1N)CCCC3	3	-1	3	0.1	-2	6	3	11	5
57	O=C(Nc1ccc(Cl)cc1Cl)c1ccc(-c2ccccc2)cc1	2	-1	-4	0.3	-1	3	-1	-1	3
58	CCOC(=O)c1ccc(NCn2c(=O)oc3ccccc32)cc1	-30	-8	-8	14	31*	0	-11	-56	-28
59	Cc1cc(Cl)ccc1C(=O)C1CCCN(C(=O)c2cncs2)C1 (configuration not stated)	7	-1	-4	0.4	2	0	3	-5	-1

# Two compounds picked at random from the list so far:
nr	compound	GLD-1 RNA inh	PAD4 inh	PME-1 inh	MEX-5 binding	TPT1 inh	GSTO1 counter	Fam108B counter	MCL1 BIM primary	Bcl-xL primary
45	N#Cc1ccccc1CSc1ccc(-c2nc3ccccc3[nH]2)cn1	-5	-2	-73	1.8	-2	0	-25	6	4
49	O=C(NC(=S)Nc1ccc2nc[nH]c2c1)c1ccccc1	-1	0	-2	-1.6	-1	-3	-2	10	5
